Screens: PubChem BioAssay, several laboratories
Diaphorase inh: diaphorase inhibition or chemical oxidation counter-screen; diaphorase resazurin-to-resorufin fluorescence, NADH, 16 min; bacterial (C. kluyveri) enzyme, not human; inhibition, % at 20 µM; 190,000 compounds, 0.69% hits; AID 1217;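 active = primary screen inhibition at 20 µM above a set limit, cut at about 50% in these data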;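 note: plate controls were DMSO with full reaction for no effect and wells lacking NADH for full effect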
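Assay system: diaphorase enzyme from Clostridium kluyveri; Input: enzyme working solution with 0.14 U/mL diaphorase; Timing: 16 min at room temperature; Technique: resorufin fluorescence, excitation 544 nm, emission 590 nm; Benchmarks: positive control minus NADH, DMSO neutral control.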
PMI act satM6P: increases human PMI activity with near-saturating mannose 6-phosphate. P34949. activation factor at 20 µM. coupled PMI enzyme assay, resazurin fluorescence, 20 min; active compounds read high; 1 = untreated enzyme, 0 = substrate-free blank. 190,000 compounds, 0.34% hits;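 active = activation factor of 2 or more at 20 µM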
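assay system = human phosphomannose isomerase with PGI, G6PDH, diaphorase coupling enzymes | quantity = 15 ng/mL PMI | incubation = enzyme reaction with compound 20 min at room temperature | medium = HEPES pH 7.4 buffer with MgCl2 and Tween-20 | compound dosing = one concentration, 20 µM, in 1% DMSO | measured by = Diaphorase-driven resazurin-to-resorufin fluorescence, excitation 544, emission 590 nm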
S1P3 antagonist: S1P3 (human) receptor antagonism. Q99500. CHO S1P3 NFAT-BLA reporter, FRET fluorescence, antagonist mode. inhibition, % at 4.98 µM. 170,000 compounds, 0.27% hits. AID 485;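 active = inhibition above the plate cutoff, the mean inhibition of test wells on that plate plus 3 SD, cut at about 28% in these data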;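 note: cells challenged with S1P at its EC80 of 0.8 µM; blue over green emission ratio from cleaved BLA substrate after 4 h stimulation; 0% = S1P-stimulated wells and 100% = unstimulated DMSO-only wells; some compounds past the cut are filed as inactive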
PPARg SRC1 recr: PPARgamma-driven SRC-1 recruitment agonism | P37231 | PPARgamma-SRC-1 coactivator recruitment biochemical assay | activation, % at 8 µM | 200,000 compounds, 0.41% hits; in the data active = activation above about 19%;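 note: 0% = DMSO and 100% = reference agonist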
Target sequence (P37231 whole entry, looked up): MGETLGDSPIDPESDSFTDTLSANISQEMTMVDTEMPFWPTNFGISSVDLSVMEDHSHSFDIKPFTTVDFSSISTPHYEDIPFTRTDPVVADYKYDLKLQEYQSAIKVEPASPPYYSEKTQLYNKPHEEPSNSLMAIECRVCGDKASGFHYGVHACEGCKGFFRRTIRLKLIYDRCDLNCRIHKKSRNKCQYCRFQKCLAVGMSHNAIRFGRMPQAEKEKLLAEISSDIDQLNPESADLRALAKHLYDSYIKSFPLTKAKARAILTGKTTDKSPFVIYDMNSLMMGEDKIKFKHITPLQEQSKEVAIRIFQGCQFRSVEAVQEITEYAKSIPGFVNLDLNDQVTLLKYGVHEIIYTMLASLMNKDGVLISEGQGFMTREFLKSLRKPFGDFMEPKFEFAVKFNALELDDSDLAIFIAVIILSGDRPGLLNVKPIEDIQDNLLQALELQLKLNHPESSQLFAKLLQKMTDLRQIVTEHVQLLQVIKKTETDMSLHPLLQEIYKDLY
PPARg SRC3 recr: PPARgamma-driven SRC-3 recruitment agonism. P37231. biochemical PPARgamma/SRC-3 coactivator recruitment assay. activation, % at 8 µM. 200,000 compounds, 0.26% hits; in the data active = activation above about 23%;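 note: 0% = DMSO and 100% = reference agonist; some compounds past the cut are filed as inactive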
SRC2 TRFRET art: flags TR-FRET format artefacts in PPARgamma SRC-2 recruitment agonist screen | TR-FRET artefact counter-screen; active compounds read high | TR-FRET ratio at 8 µM | 200,000 compounds, 0.4% hits; in the data active = TR-FRET ratio above about 2000; note: inactives centre near 1500
ROMK mod: modulators of human ROMK potassium channel. P48048. Tet-inducible ROMK, thallium flux fluorescence; actives lie on both sides. B-score at 10 µM. 130,000 compounds, 2% hits;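 active = signal ratio slope over the read window, or its plate-corrected B-score, at least 3 SD from the plate mean, either direction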;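 note: B-score of the F/F0 ratio slope over 7 to 12 s after thallium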
Target sequence (P48048 whole entry, looked up): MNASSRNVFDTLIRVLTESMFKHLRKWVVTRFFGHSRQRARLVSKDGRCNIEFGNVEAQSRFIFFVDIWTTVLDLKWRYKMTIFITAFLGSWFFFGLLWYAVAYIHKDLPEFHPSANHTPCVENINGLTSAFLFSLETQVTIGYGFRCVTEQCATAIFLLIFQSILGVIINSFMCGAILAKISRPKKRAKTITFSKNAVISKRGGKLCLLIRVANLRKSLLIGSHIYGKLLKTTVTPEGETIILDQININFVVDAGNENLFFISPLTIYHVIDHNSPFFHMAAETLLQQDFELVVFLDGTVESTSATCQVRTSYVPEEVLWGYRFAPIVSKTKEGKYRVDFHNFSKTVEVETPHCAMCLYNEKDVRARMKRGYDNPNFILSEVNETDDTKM
PMI act: increases human mannose-6-phosphate isomerase activity; purified human PMI, coupled resazurin fluorescence, 20 min; active compounds read high; 1 = vehicle control, 0 substrate-free wells; P34949; activation factor at 20 µM; 190,000 compounds, 0.005% hits;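 active = activation factor of 2 or more at 20 µM, relative to plate controls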
Diaph act CS: counter-screen for diaphorase-based assays: diaphorase activators and chemical reducers | activation factor at 20 µM | 190,000 compounds, 0.005% hits | Diaphorase/resazurin coupled assay, resorufin fluorescence, 16 min; active compounds read high; 1 = vehicle wells, 0 = NADH-free wells | AID 1229;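 active = diaphorase activity raised at least twofold by the compound at 20 µM; inactive = activation factor below 2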
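Material: bacterial diaphorase enzyme (C. kluyveri); amount: enzyme 0.07 U/mL final; reagent: NADH substrate 0.114 mM plus resazurin dye 0.1 mM, final; doses: single compound dose of 20 µM, 1% DMSO final; timing: 16 min enzyme reaction, ambient temperature; measured by: fluorescence of resorufin, 544 nm excitation, 590 nm emission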
G6PDH CS: counter-screen for G6PDH assay hits: L. mesenteroides G6PDH inhibition; Purified L. mesenteroides G6PDH, diaphorase/resazurin coupled fluorescence, 45 min; inhibition, % at 5 µM; 200,000 compounds, 0.12% hits; in the data active = inhibition above about 50%
PPARg SRC2 recr: PPARgamma-driven SRC-2 recruitment agonism | PPARgamma LBD-SRC-2 recruitment, biochemical | activation, % at 8 µM | 200,000 compounds, 0.34% hits; in the data active = activation above about 22%;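 note: 0% = vehicle and 100% = reference agonist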
* = called active by the depositor; . = no result given.

SMILES | Diaphorase inh | PMI act satM6P | S1P3 antagonist | PPARg SRC1 recr | PPARg SRC3 recr | SRC2 TRFRET art | ROMK mod | PMI act | Diaph act CS | G6PDH CS | PPARg SRC2 recr
O=C(N/N=C/c1cccc(F)c1)c1c(O)c2c([nH]c1=O)CCCC2 | 7.7 | 1 | 3.0 | -4.7 | -0.2 | 1515 | . | 1 | 0.9 | 5.3 | -7.3
COc1ccc(-c2ccnc3cc(C(=O)O)nn23)cc1 | 10.0 | 0.9 | -3.5 | -2.5 | -2.7 | 1327 | 0.0515 | 1 | 0.9 | 6.4 | -1.6
O=C(CSc1nnc(Cc2csc(Nc3cccc(Cl)c3)n2)o1)N1CCc2ccccc21 | 33.6 | 0.9 | 21.2 | 13.2 | 19.4 | 2013* | . | 0.9 | 0.7 | 8.7 | 15.1
CCOC(=O)c1c(CN2CCN(C)CC2)oc2ccc(O)cc12 | -13.9 | 1.2 | -26.9 | -1.4 | 1.1 | 1563 | . | 1.2 | 1.1 | 2.7 | -1.8
Cc1c(NC(=O)c2cc3nc(-c4ccccc4)cc(C)n3n2)c(=O)n(-c2ccccc2)n1C | 10.8 | 0.9 | -10.6 | 4.2 | 7.8 | 1747 | . | 0.9 | 0.9 | 17.1 | 0.2
COc1ccccc1NC(=O)NCCN1C(=O)C2C3C=CC(C3)C2C1=O (stereo not given) | 8.9 | 1 | 1.4 | 4.8 | 11.4 | 1756 | . | 1 | 0.9 | -2.5 | 3.4
Brc1ccccc1OCCNCc1ccccc1 | 3.0 | 1.2 | 3.0 | -2.5 | -2.2 | 1519 | -0.306 | 1.1 | 1 | 5.6 | -3.4
CCOC(=O)c1[nH]c2ccccc2c1NC(=O)c1ccc(S(=O)(=O)N(C)C)cc1 | 12.7 | 1 | -11.8 | -0.3 | 2.9 | 1512 | 0.386 | 1 | 0.9 | 19.3 | -4.1
COc1ccc(N2CCN(C(=O)CSc3nnc(C)c(=O)[nH]3)CC2)cc1 | -6.8 | 1 | 10.8 | -0.8 | 4.3 | 1583 | . | 1 | 1.1 | 3.4 | 0.9
Cc1ccc(-c2csc(NC(=O)CSc3ncn(-c4ccccc4)n3)n2)cc1 | 5.8 | 1 | -15.9 | -1.2 | -6.3 | 1656 | . | 0.9 | 0.9 | -40.1 | 2.2
CC(C)(C)NC(=O)CSc1nc2ccc(Nc3nc(N4CCOCC4)nc(N4CCOCC4)n3)cc2s1 | 30.0 | 0.8 | -5.0 | 0.0 | 3.9 | 1580 | -0.0336 | 0.8 | 0.7 | 9.9 | 4.9
Cc1ccc(C2=NC(C)(C)N=C2SCC(=O)Nc2ccc(Cl)cc2)cc1 | 12.9 | 1 | . | -2.8 | 1.3 | 1418 | -2.33 | 0.9 | 0.9 | 1.7 | 4.3
CC(C)(C)C(=O)N1N=C(c2ccc(NS(C)(=O)=O)cc2)CC1c1cccs1 (stereo not given) | 12.9 | 1 | -13.1 | 4.6 | 5.2 | 1678 | 1.06 | 1 | 0.9 | -2.6 | -1.4
Cc1ccc(NC(=O)CN2C(=O)N/C(=C/c3ccc(C)o3)C2=O)cc1 | 18.9 | 0.9 | . | 4.1 | -6.9 | 1779 | . | 0.9 | 0.8 | 8.2 | 7.5
CCn1ncc(/C=N\NC(=O)Cc2ccc([N+](=O)[O-])cc2)c1C | -3.0 | 1.1 | -9.4 | -3.0 | 0.1 | 1502 | -1.81 | 1.1 | 1 | -0.3 | 4.5
O=C(CCS(=O)(=O)c1ccccc1)Nc1cccc(-c2nc3ccccc3s2)c1 | 17.7 | 0.9 | 4.0 | 3.8 | 4.4 | 1526 | -1.03 | 0.8 | 0.8 | 16.6 | 13.7
COC(CN(C(=O)CCl)C(C(=O)NC1CCCCC1)c1ccc(C)cc1)OC (stereo not given) | 13.0 | 1.1 | -21.2 | 6.7 | 2.3 | 1754 | -0.222 | 1.1 | 0.9 | 3.8 | 3.5
CCCCn1c(-c2ccccc2)cnc1SCC(=O)NCCc1ccc(OC)c(OC)c1 | 5.1 | 1 | . | 0.7 | 0.7 | 1622 | . | 1 | 0.9 | -15.7 | 8.8
CCOc1ccc(S(=O)(=O)Nc2ccc(S(=O)(=O)N3CCCC3)cc2)cc1 | 23.2 | 1 | . | 1.6 | 1.3 | 1599 | -1.23 | 1 | 0.8 | -0.8 | 0.5
Cc1sc(/N=C/c2ccccc2O)c(C#N)c1C | 3.8 | 1.1 | . | 0.4 | -9.7 | 1470 | 1.5 | 1 | 1 | -2.1 | 7.2
CCN1C(=C(C#N)C#N)C=Cc2ccccc21 | 6.4 | 1 | -4.6 | -1.3 | -0.1 | 1531 | 0.0255 | 1 | 0.9 | -4.1 | -2.3
CCc1nc(N(CC)CC)c2oc3ccccc3c2n1 | . | . | . | -3.8 | -12.1 | 1542 | -0.623 | . | . | . | 0.5
O=C(CSc1ccc2nnc(-c3ccc(F)cc3)n2n1)NCC1CCCO1 (stereo not given) | 16.3 | 1.2 | 1.3 | 6.9 | -0.2 | 1636 | 0.949 | 1.2 | 0.8 | -2.9 | 8.7
Cc1cccc(C)c1Nc1nnc(SCC(=O)NC2CCS(=O)(=O)C2)s1 (stereo not given) | 13.1 | 1 | -10.3 | -1.8 | 2.1 | 1460 | 0.164 | 1 | 0.9 | 19.8 | -9.0
Cc1ccsc1C1C2=C(CC(C)(C)CC2=O)Nc2ncnn21 (stereo not given) | 11.4 | 0.9 | -12.5 | 0.7 | 5.5 | 1421 | . | 0.9 | 0.9 | 4.9 | 1.0
Cc1ccc(S(=O)(=O)NN2C(=O)c3ccccc3NC2c2ccccc2)cc1 (stereo not given) | 9.3 | 1 | -16.4 | -5.4 | 2.2 | 1577 | -0.157 | 0.9 | 0.9 | 5.5 | -7.0
Cc1cccc(C)c1NC(=O)CSc1nnc(-c2ccco2)n1N | 0.7 | 1 | -38.3 | -11.6 | -3.3 | 1438 | . | 0.9 | 1 | 6.9 | 0.9
O=C(NCc1ccco1)C1CCC(N2C(=O)C3C4CCC(C4)C3C2=O)CC1 (stereo not given) | 2.0 | 0.9 | -17.2 | 0.1 | 3.3 | 1461 | 0.4 | 1 | 1 | 21.2 | -4.6
Cc1cc(C(=O)N(C2CCCCC2)C2CCCCC2)no1 | 10.8 | 1 | . | 0.8 | -7.0 | 1642 | . | 1 | 0.9 | 5.9 | 3.5
O=C(CCS(=O)(=O)c1ccc(Br)s1)NC1CCCC1 | 8.8 | 1.1 | . | 1.7 | 1.6 | 1740 | 1.55 | 1.1 | 0.9 | 1.6 | 9.2
CC(C)CC1NC(=O)N(CC(=O)Nc2ccc3c(c2)CCC3)C1=O (stereo not given) | 6.6 | 0.9 | -3.5 | 2.0 | 1.0 | 1499 | -0.143 | 1 | 0.9 | -6.5 | 4.8
Cc1ccc(-c2nnc(N3CC(C)OC(C)C3)c3ccccc23)cc1 (stereo not given) | -6.7 | 1.1 | -6.0 | 5.9 | 7.7 | 1560 | -0.174 | 1.1 | 1.1 | 1.6 | 10.2
CCC1(C)Cc2c(sc(NC(=S)NC(=O)c3ccccc3)c2C#N)CO1 (stereo not given) | 30.3 | 0.9 | -11.8 | -4.5 | 1.8 | 1672 | . | 0.8 | 0.7 | -2.5 | 1.2
Cc1cc(NC(=O)c2ccc3c(c2)OCO3)no1 | 10.7 | 0.9 | -5.9 | -9.1 | -5.3 | 1471 | . | 0.9 | 0.9 | 1.9 | -4.5
COc1cc2c(-c3ccccc3O)nc3c(c(C)nn3-c3ccccc3)c2cc1OC | 6.5 | 1 | -13.4 | 9.8 | -7.5 | 1707 | . | 0.9 | 0.9 | -18.2 | 5.2
CC12CC(NC(=O)N1c1cccc(C(=O)N3CCN(c4ccccc4F)CC3)c1)c1ccccc1O2 (stereo not given) | 6.6 | 1 | . | -6.8 | -2.3 | 1384 | -0.632 | 1 | 0.9 | -3.2 | -2.1

Part of the list above, with each value named:
> Cc1cc(NC(=O)c2ccc3c(c2)OCO3)no1
  Diaphorase inh: 10.7 | PMI act satM6P: 0.9 | S1P3 antagonist: -5.9 | PPARg SRC1 recr: -9.1 | PPARg SRC3 recr: -5.3 | SRC2 TRFRET art: 1471 | ROMK mod: . | PMI act: 0.9 | Diaph act CS: 0.9 | G6PDH CS: 1.9 | PPARg SRC2 recr: -4.5

> COc1cc2c(-c3ccccc3O)nc3c(c(C)nn3-c3ccccc3)c2cc1OC
  Diaphorase inh: 6.5 | PMI act satM6P: 1 | S1P3 antagonist: -13.4 | PPARg SRC1 recr: 9.8 | PPARg SRC3 recr: -7.5 | SRC2 TRFRET art: 1707 | ROMK mod: . | PMI act: 0.9 | Diaph act CS: 0.9 | G6PDH CS: -18.2 | PPARg SRC2 recr: 5.2

Carrying on.
SMILES | Diaphorase inh | PMI act satM6P | S1P3 antagonist | PPARg SRC1 recr | PPARg SRC3 recr | SRC2 TRFRET art | ROMK mod | PMI act | Diaph act CS | G6PDH CS | PPARg SRC2 recr
CC1(C)CC2c3cccc(C(=O)O)c3C(=O)N2c2c1ccc1ccccc21 (stereo not given) | 5.7 | 1.1 | -20.8 | 0.9 | 5.9 | 1488 | 0.769 | 1.1 | 0.9 | -1.2 | 5.5
O=C(Nc1ccc(Cl)cc1)Nc1ccccc1CC[N+](=O)[O-] | 3.2 | 0.8 | 5.2 | 5.9 | 3.2 | 1451 | -0.635 | 0.9 | 1 | 10.3 | 3.5
O=C(Nc1ccccc1)C1=C[C@@H](C2CCCCC2)C[C@@H](OCc2ccc(CO)cc2)O1 | 26.4 | 0.9 | -2.5 | -0.6 | 6.3 | 1690 | . | 0.8 | 0.7 | 6.6 | 3.1
COc1ccc(Nc2nc(N)nc(CSc3nccn3C)n2)cc1 | 16.1 | 1.1 | -0.1 | -2.5 | -0.5 | 1553 | -0.161 | 1.2 | 0.8 | 1.4 | 1.8
CCOC(=O)c1ccc(NC(=S)NN)cc1 | -3.8 | 1.2 | -11.8 | 1.9 | -2.0 | 1598 | -0.00843 | 1.1 | 1 | 3.1 | 1.8
CCCc1nnc(NC(=O)CCN2C(=O)c3ccccc3C2=O)s1 | 8.0 | 1.1 | -34.9 | 1.7 | -2.7 | 1446 | . | 1 | 0.9 | 7.0 | 1.8
COc1ccc(-n2c(SCC(N)=O)nnc2-c2ccc(NS(=O)(=O)c3ccc(C)cc3)cc2)cc1 | 18.8 | 0.9 | . | 1.8 | 4.7 | 1551 | -0.941 | 0.9 | 0.8 | 1.7 | 5.9
Cn1nnnc1SCCNCc1ccc(Cl)cc1 | 13.5 | 1 | . | 1.6 | 6.2 | 1568 | -0.164 | 0.9 | 0.9 | -2.1 | -2.1
